Source: PubChem BioAssay
G9a inh: blocks human histone lysine methyltransferase G9a; Q96KQ7; AID 504332; Potency, µM (highest dose often 102 µM), inactives show at the highest dose activity, negative = inhibition, actives largely listed as inhibitors; 350,000 tested, 8.8% active; G9a H3K9 monomethylation, AlphaScreen, 2 h; also: potency is read from the fitted curve at half-maximal effect; % is scaled to controls: 0 for no effect and ±100 for the full control effect; nearly all actives have a fitted effect of over 75% in size
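Readings reflect AlphaScreen signal from monomethyl-H3K9 antibody detection. HMT at 20 nM; substrate b-H3K9 500 nM; cofactor SAM 20 uM; 2 h RT reaction; compounds tested as titrations in qHTS with 15 min preincubation.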
JMJD2A Tudor: JMJD2A Tudor domain (human) inhibition; 390,000 tested, 4.4% active; AlphaScreen JMJD2A-Tudor / H3K4me3 peptide binding; Potency, µM (doses to about 114 µM), for the others: at the highest dose activity change, negative = inhibition, usual class: inhibitors; O75164; also: potency is read from the fitted curve at half-maximal effect; % is scaled to controls: 0 for no effect and ±100 for the full control effect; nearly all actives have a fitted effect of over 50% in size
PI4K2A block: blocks human PI4K2A kinase activity; purified PI4K2A, ADP-Glo luminescence, 1 h; stronger effect = lower value; activity change, negative = inhibition, % at 76.9 µM; Q9BTU6; 420,000 tested, 0.13% active; in the data active = activity change below about -50%; inconclusive = mostly about -30% to -49%;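 also: -100% = wells without enzyme as full effect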
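In this quantitative HTS, ADP production by PI4K2A was quantified luminescently after 1 h at ambient temperature; 100 microM adenosine served as plate-quality control.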
GLS inhibitor: glutaminase GLS (human) inhibition. O94925. GLS enzymatic activity, qHTS titration. Potency, µM (highest dose often 45.5 µM), for inactives: at the highest dose activity change, negative = inhibition, most hits filed as inhibitors. 410,000 tested, 0.21% active; also: potency is read from the fitted curve at half-maximal effect; % is scaled to controls: 0 for no effect and ±100 for the full control effect
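Human kidney-isoform GLS in 45 mM KH2PO4 pH 8.2, 0.02% Tween-20, with compound, started with 1mM L-Glutamine (added stock). Glutamate oxidase/HRP/Amplex red coupled fluorescence read at start and after 30 min at RT.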
12-LOX inh: ALOX12 (human) lipoxygenase inhibition; P18054; purified 12hLO, xylenol orange hydroperoxide absorbance; Potency, µM (titrated, usually from 108 µM), without a hit: at the highest dose activity change, negative = inhibition, most hits filed as inhibitors; 580,000 tested, 1.1% active; also: potency is read from the fitted curve at half-maximal effect; % is scaled to controls: 0 for no effect and ±100 for the full control effect
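Hydroperoxide product was detected by ferrous iron/xylenol orange as the 573 to 405 nm absorbance ratio. Arachidonic acid at 40 uM (final) was turned over for 30 min at room temperature by 150 nM human 12hLO, pH 7.0 Hepes buffer, after 15 min compound preincubation.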
HP1b chromo inh: blocks HP1-beta chromodomain binding to methylated histone tails. AlphaScreen HP1-beta / biotin-H3K9me3 peptide binding. AID 540317. 390,000 tested, 0.56% active. Potency, µM (top dose mostly 114 µM), for the others: at the top dose activity change, negative = inhibition, actives largely listed as inhibitors; also: potency is read from the fitted curve at half-maximal effect; nearly all actives have a fitted effect of over 70% in size; inactives centre near 23
Target sequence (P83916 whole entry, looked up): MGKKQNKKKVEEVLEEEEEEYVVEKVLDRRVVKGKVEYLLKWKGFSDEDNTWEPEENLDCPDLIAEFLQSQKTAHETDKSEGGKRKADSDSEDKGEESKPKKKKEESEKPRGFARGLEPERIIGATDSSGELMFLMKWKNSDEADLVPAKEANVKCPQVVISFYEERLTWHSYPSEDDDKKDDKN
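HP1-beta protein (50 nM final) preincubated 30 min at room temperature with biotinylated H3(1-18)K9me3 peptide (50 nM) in PBS pH 7.4, 0.01% Tween-20, then compound added for 30 min. AlphaScreen streptavidin donor/nickel chelate acceptor beads (10 ug/mL final), 30 min dark, luminescence read.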
ERG Ets-DNA blk: ERG Ets/DNA interaction inhibition | P11308 | fluorescence polarization, His-ERG Ets domain / labelled DNA | Potency, µM (titrated, usually from 76.9 µM), without a hit: at the top dose FP activity, negative = inhibition, actives largely listed as inhibitors | 370,000 tested, 0.028% active | AID 624246; active = well fitted inhibition curve with a large enough effect in the polarisation, with a control signal flat; inconclusive = small, poorly fitted or top-dose-only effect, or effect the other way, or a change in a side signal; inactive = no such curve, though single readings can be large or run the other way; the % refers to the polarisation;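 also: polarization taken with two DNA probes labelled with fluorescein and Texas red; potency is read from the fitted curve at half-maximal effect; % of control where 0% means no effect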
Target sequence (P11308 whole entry, looked up, the tested form may be a part): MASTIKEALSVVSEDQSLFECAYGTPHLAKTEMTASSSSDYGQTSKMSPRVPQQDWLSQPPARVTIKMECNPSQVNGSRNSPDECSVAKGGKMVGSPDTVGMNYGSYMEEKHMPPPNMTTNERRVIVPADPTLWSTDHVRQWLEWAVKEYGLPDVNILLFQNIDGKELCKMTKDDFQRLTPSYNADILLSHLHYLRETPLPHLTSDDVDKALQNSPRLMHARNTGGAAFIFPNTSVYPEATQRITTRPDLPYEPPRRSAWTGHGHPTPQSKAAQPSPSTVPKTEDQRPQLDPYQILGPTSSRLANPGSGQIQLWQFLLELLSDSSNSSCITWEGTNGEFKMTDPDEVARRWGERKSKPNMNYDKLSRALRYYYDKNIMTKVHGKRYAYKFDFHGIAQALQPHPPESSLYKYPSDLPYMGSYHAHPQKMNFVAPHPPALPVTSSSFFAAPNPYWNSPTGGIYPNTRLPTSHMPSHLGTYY
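His-tagged ERG Ets domain (1 uM in the protein solution; 300mM KCl, 50mM Tris-HCl, 1mM EDTA, 1mM DTT, pH 7.5) received compound, then a probe mix of 5 nM fluorescein-DNA and 100nM Texas-615-DNA. Fluorescence polarization was read for both dyes.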
BAZ2B block: inhibitors of human BAZ2B bromodomain. AlphaScreen BAZ2B-H3K14Ac peptide displacement. Q9UIF8. Potency, µM (titrated, usually from 114 µM), for inactives: top-dose activity change, negative = inhibition, most hits filed as inhibitors. AID 504333. 360,000 tested, 4.4% active; also: potency is read from the fitted curve at half-maximal effect; % is scaled to controls: 0 for no effect and ±100 for the full control effect; nearly all actives have a fitted effect of over 60% in size
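AlphaScreen luminescence quantifies BAZ2B engagement of H3K14Ac peptide; the protein and biotinylated peptide are both at 50 nM final, buffer PBS pH 7.4 with 0.01% Tween-20, all steps at room temperature.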
RGS4 inhibitor: blocks human RGS4-accelerated GTP hydrolysis. P49798. Transcreener GDP fluorescence polarization, RGS4-accelerated GTP hydrolysis. Potency, µM (series often up to 114 µM), for the others: at the highest dose activity change, negative = inhibition, actives largely listed as inhibitors. 390,000 tested, 0.039% active; also: potency is read from the fitted curve at half-maximal effect; % is scaled to controls: 0 for no effect and ±100 for the full control effect; nearly all actives have a fitted effect of over 75% in size; some results filed as inactive show a strong effect at the top dose
Target sequence (P49798 whole entry, looked up): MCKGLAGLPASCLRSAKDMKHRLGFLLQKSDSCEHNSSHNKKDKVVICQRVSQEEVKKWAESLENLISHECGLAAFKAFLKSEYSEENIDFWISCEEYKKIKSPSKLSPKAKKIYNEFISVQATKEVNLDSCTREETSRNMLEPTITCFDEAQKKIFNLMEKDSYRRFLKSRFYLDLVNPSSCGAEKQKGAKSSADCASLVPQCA
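MLSMR compounds (23 nl, pin-transferred) preincubated 10 min at room temperature with a 500nM (2x) first reagent, then RGS4 at 900nM (2x) plus Transcreener GDP mix added; fluorescence polarization (620/688 nm) read before and after 90 min at 30 °C.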
Numbers without * were called inactive; ? = inconclusive; . = not tested or not shown; [ ] = dose if it differs, or a comment. Unless noted, calls follow the shape of the dose curve; as a rule, active = well fitted curve in the direction sought with a large enough effect; inconclusive = small, poorly fitted or top-dose-only effect, or another doubt; inactive = no such curve, though single readings can be large; an effect the other way counts as inactive or inconclusive.

SMILES	G9a inh	JMJD2A Tudor	PI4K2A block	GLS inhibitor	12-LOX inh	HP1b chromo inh	ERG Ets-DNA blk	BAZ2B block	RGS4 inhibitor
CCOc1ccccc1NC(=O)n1ncc2cc(Cl)ccc21	-25%[59 µM]	-13%	3	-11%	?	22%	-8%	-9%	4%
COC(=O)c1ccc(NC(=O)c2ccc(C)cc2)o1	20%[59 µM]	-3%	2	-12%	13%	28%	-9%	-6%	-15%
COc1ccccc1-n1c(SCC(=O)Nc2ccc(F)cc2)nc2c(c1=O)SCC2	50µM*	-19%	1	1%	7%[57.4 µM]	19%	15%	-29%	-36%
Cc1ccc(SCCNC(=O)c2ccc(C)c(S(=O)(=O)Nc3cccc(C)c3)c2)cc1	14%	-19%	-5	-1%	-23%	39%	.	-8%	-14%
CCCC(=O)NC(C)C(c1cccs1)N1CCN(c2ccccc2)CC1 (stereo not drawn)	8%[59 µM]	-16%	5	36%[activator]	-10%	0%	-2%	5%	-9%
Cc1ccc(C(=O)NCc2ccc(N3CCN(C)CC3)cc2)cc1C	?	-21%	3	17%	396%[activator]	24%	3%	-2%	21%
COc1ccc(CCNC(=O)C(=O)NCCC2CCCCN2S(=O)(=O)c2cccs2)cc1 (stereo not drawn)	-5%[0.501 µM]	-18%	-2	1%	1%	16%	3%	7%	0%
CCn1c(=O)c2cc(C(=O)N(C)c3cc(C)ccc3C)sc2c2ccccc21	-42%[59 µM]	-17%	7	-13%	-26%	32%	-3%	-30%	-8%
COc1ccc(-c2[nH]c(-c3ccc(OC)c(OC)c3)nc2SCC(=O)Nc2ccccc2)cc1	-18%[59 µM]	?	-1	-11%	-29%	-14%	0%	2%	-33%
Cc1cc(C)c(S(=O)(=O)N2CCN=C2c2ccccc2)c(C)c1	-6%[59 µM]	-15%	2	0%	-28%	11%	-3%	10%	2%
CC(=O)N1CCN(c2ccc(NC(=O)c3ccc4c(c3)OCO4)cc2)CC1	-40%	-14%	-4	43%[activator]	0%	40%	3%	5%	-8%
CCc1ccc(Nc2cnn(C34CC5CC(CC(CC(=O)O)(C5)C3)C4)c(=O)c2Cl)cc1	-44%	?	-22	14%	1%	25%	-9%	-21%	-1%
COc1ccc(S(=O)(=O)c2cc3cc(C(C)(C)C)cc(O)c3oc2=O)cc1	16µM*	?	2	25%	?	-17%	-2%	25µM*	6%
CCOC(=O)[C@@H]1[C@H]2COc3cc(OC)ccc3[C@H]2N2C(=O)N(c3ccc(C(F)(F)F)cc3)C(=O)[C@]12C	.	-10%	-4	5%	-6%	16%	3%	.	28%
CCn1c2ccccc2c2nnc(SCC(=O)Nc3cc(C)on3)nc21	-2%	-12%	1	7%	-21%	10%	.	0%	16%
Oc1ccccc1CNCCCNCc1ccccc1O	-2%[12.7 µM]	-18%	-5	74%[activator]	0%	36%	-3%	10%	18%
CN(C)S(=O)(=O)c1cccc(-c2nnc(-c3ccccc3)o2)c1	-29%	-13%	0	0%	14%	42%[activator]	-15%	-13%	-41%
O=C(Cn1cnc2c(cnn2-c2ccc(Cl)cc2)c1=O)NCCc1ccccc1	10%	4%	4	1%	-1%	20%	-1%	8%	24%
COC(=O)CN1C(=O)[C@H]2[C@@H](/C=C/c3ccccc3)N3C(=O)CN(Cc4ccccc4)C(=O)[C@@]3(Cc3ccccc3)[C@H]2C1=O	23%	-12%	-4	2%	-8%	48%[activator]	-24%	-8%	-15%
O=C(COc1ccc(Br)cc1Br)NC(=S)N1CCCc2ccccc21	8.9µM*	50µM*	6	0%	.	-6%	-5%	50µM*	0%
CC1(C)NC(=O)N(CC(O)COc2ccccc2C(=O)Nc2ccccc2)C1=O (stereo not drawn)	-27%[12.7 µM]	4%	-4	.	0%	17%	-3%	1%	-31%
Cc1noc(C)c1COc1ccc(C(=O)N2CCN(c3ccccn3)CC2)cc1	20%[0.501 µM]	-15%	0	15%	-5%	13%	10%	9%	8%
C[C@@H]1CCC2[C@](C)(CO)[C@@H](O)CC[C@]2(C)[C@@]12C[C@](CO)(CC(=O)O)CO2 (stereo partly drawn)	16%	-2%	-1	-11%	0%	34%	6%	0%	-18%
Cc1cccc(C(=O)NCc2nnc(SCC(=O)Nc3ccccc3F)n2-c2ccccc2)c1	-25%[59 µM]	-9%	-1	-3%	1%	23%	0%	-16%	4%
COc1ccc(-n2sc3ccc(F)cc3c2=O)cc1	0%[0.501 µM]	11µM*	-19	?	1.1µM*	-5%	16%	8.9µM*	-126%
Next section
SMILES	G9a inh	JMJD2A Tudor	PI4K2A block	GLS inhibitor	12-LOX inh	HP1b chromo inh	ERG Ets-DNA blk	BAZ2B block	RGS4 inhibitor
CC1CC(C)CN(C(=O)CSc2nnc(-c3ccc(F)cc3)o2)C1 (stereo not drawn)	71µM*	-6%	-7	-2%	284%[activator]	21%	8%	-6%	?
N#CC(Cc1ccccc1OC(F)F)c1nc2ccccc2[nH]1 (stereo not drawn)	3%[59 µM]	-4%	2	0%	-6%	37%	-14%	5%	6%
Cc1ccc(C(CC(=O)NCC2(c3ccccc3)CCCC2)c2ccccc2)c(O)c1 (stereo not drawn)	-17%[59 µM]	-10%	-2	2%	?	8%	?	5%	12%
CCCOc1cccc(C(=O)Nc2ccc(CN3CCOCC3)cc2)c1	17%[59 µM]	-29%	-3	-6%	?	33%	6%	-22%	-26%
Cc1cc(=O)[nH]c(-c2ccc(Cl)cc2)n1	.	16%	2	5%	-26%	30%	1%	0%	2%
O=c1c2ccccc2cnn1-c1ccc(Br)cc1	13%[59 µM]	-3%	-6	8%	-6%	18%	-3%	7%	-35%
Cc1ccc2[nH]c(-c3ccccc3)c(CN3CCOCC3)c(=O)c2c1	16%	-3%	2	9%	258%[activator]	33%	3%	10%	13%
O=C(COC(=O)C1CCCC1)NCc1ccc(Cl)cc1	7%[12.7 µM]	3%	0	6%	?	35%	-9%	-1%	22%
CCOc1ccc(-n2c(SCC(=O)N3CCCCCC3)nc3c([nH]c4ccccc43)c2=O)cc1	12%[59 µM]	-14%	-4	2%	-10%	38%[activator][57 µM]	6%	38%[activator]	-35%
COc1ccc(CNC(=O)COc2cc3c(c4oc(=O)cc(C)c24)CCC(C)(C)O3)cc1OC	13%[12.7 µM]	-14%	1	10%	4%	24%	-9%	-17%	-18%
Cc1cc(Cl)nc(NC(=O)Nc2cccc(Cl)c2)n1	0%	-1%	-6	-8%	-26%	12%	-16%	6%	7%
COc1ccccc1NC(=O)C1CCCN(c2cnccn2)C1 (stereo not drawn)	-1%	-1%	8	-4%	-1%	9%[57 µM]	-11%	-15%	-22%
c1ccc(Cc2nnc3n2CCCCC3)cc1	38%[12.7 µM]	-13%	6	1%	-10%	22%	-4%	8%	16%
CCOC(=O)C(NC(=O)Cc1ccccc1)(Nc1cc(C)on1)C(F)(F)F (stereo not drawn)	9%[59 µM]	-3%[57.1 µM]	-3	-12%	?	41%[activator]	1%	8%	5%[56.9 µM]
O=S(=O)(NC1Cc2ccccc2C1)c1ccccc1	8%[0.501 µM]	-1%	-1	-1%	0%	18%	3%	4%	1%
CCOC(=O)CNC(=O)CSc1ncnc2c1nnn2-c1ccc(F)cc1	19%[59 µM]	-5%	-1	11%	-16%	9%	3%	-1%	43%
CCOc1ccc(S(=O)(=O)NCCC(=O)N(C)CC(=O)Nc2ccc(N3CCOCC3)cc2)cc1	35µM*	-14%	-5	26%	-17%	7%	.	-3%	-11%
COc1ccc(CNS(=O)(=O)c2ccc3oc(C(=O)O)c(C)c3c2)cc1	26%[59 µM]	-15%	3	6%	-19%	11%	-13%	-3%	34%
C[C@H](NC(=O)c1ccco1)C(=O)NCc1cccs1	?	0%	-3	3%	380%[activator]	31%	-2%	4%	7%
O=C(O)c1ccc2nnn(O)c2c1	.	0%	0	-3%	?	43%[activator]	-7%	-9%	-1%
O=C(Nc1ccc(N2C(=O)C3C4C=CC(C4)C3C2=O)cc1Cl)c1cccs1 (stereo not drawn)	6%	0%	2	-7%	?	45%[activator]	15%	-3%	-19%
O=C1CCc2cc(S(=O)(=O)NC(C(=O)NCc3cccnc3)c3ccccc3)ccc2N1 (stereo not drawn)	-19%	-15%	-1	0%	-1%	33%	14%	12%	-10%
Cc1sc2ncn(CC(=O)NCCCC(=O)N3CCN(Cc4ccc5c(c4)OCO5)CC3)c(=O)c2c1C	-8%	-15%	3	2%	0%	12%	-7%	-16%	-6%
O=C(c1ccc(N2CCCCS2(=O)=O)cc1)N1CCN(c2ccccc2F)CC1	.	-8%	-4	1%	4%	15%	5%	-21%	2%
CSc1ncc(CN2CCCC(C(=O)c3ccc(C(C)(C)C)cc3)C2)cn1 (stereo not drawn)	15%	-17%	-2	-4%	-3%	50%[activator]	-11%	-28%	-8%

Whole records as entered above. Order of screens: G9a inh	JMJD2A Tudor	PI4K2A block	GLS inhibitor	12-LOX inh	HP1b chromo inh	ERG Ets-DNA blk	BAZ2B block	RGS4 inhibitor
Cc1cc(=O)[nH]c(-c2ccc(Cl)cc2)n1 is listed as .	16%	2	5%	-26%	30%	1%	0%	2%
Cc1ccc2[nH]c(-c3ccccc3)c(CN3CCOCC3)c(=O)c2c1 is listed as 16%	-3%	2	9%	258%[activator]	33%	3%	10%	13%

Not all compounds are listed, so the mix of outcomes need not match the whole.
